M4 PAM: positive allosteric modulators of human muscarinic M4 receptor. CHO-K1 hM4/Gqi5, Fluo-8 calcium fluorescence, ACh EC20; 0% = ACh EC20, 100% = maximal ACh. activation, % at 3 µM. 360,000 compounds, 0.4% hits;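 active means activation above its plate's cutoff, the mean activation of sample wells plus 3 SD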; further: some results filed as inactive read as strong as hits
Target sequence (P08173 whole entry, looked up): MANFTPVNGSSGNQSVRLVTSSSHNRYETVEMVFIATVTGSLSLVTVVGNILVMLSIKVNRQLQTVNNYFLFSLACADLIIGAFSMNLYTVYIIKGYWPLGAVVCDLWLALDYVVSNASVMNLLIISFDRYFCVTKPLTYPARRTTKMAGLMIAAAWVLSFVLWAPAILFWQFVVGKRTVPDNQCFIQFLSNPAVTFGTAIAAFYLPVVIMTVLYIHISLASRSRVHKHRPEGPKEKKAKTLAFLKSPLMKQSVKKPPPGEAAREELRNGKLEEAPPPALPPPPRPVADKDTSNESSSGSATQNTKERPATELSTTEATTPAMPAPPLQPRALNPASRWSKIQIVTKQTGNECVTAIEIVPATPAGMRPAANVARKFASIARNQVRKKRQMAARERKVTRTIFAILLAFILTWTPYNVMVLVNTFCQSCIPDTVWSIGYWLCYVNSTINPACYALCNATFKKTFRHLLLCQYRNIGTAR
TAAR1 ag: agonists of human TAAR1; Q96RJ0; CHO RD-HGA16 TAAR1, Fluo-8 calcium fluorescence; vehicle wells 0%, saturating PEA agonist 100%; activation, % at 3 µM; 360,000 compounds, 0.99% hits; AID 624467;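 active means activation above the mean activation of all test compounds in the run plus 3 SD, cut at about 38% in these data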
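Test system: RD-HGA16 (CHO) cells co-expressing Gα16 and hTAAR1 | Doses: Single dose, 3 µM | Schedule: 17-24 h seeding, 75 min 37 °C dye, 30 min RT | Evaluation: % activation from peak over basal fluorescence ratio, DMSO-to-PEA scaled | Technique: Kinetic Fluo-8 calcium fluorescence | Benchmarks: Low control DMSO, high control PEA (EC100)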
CHRM5 agonist: CHRM5 agonism in calcium assay; CHO-K1 hM5 cells, Fluo-8 calcium fluorescence; 0% DMSO wells, 100% maximal acetylcholine response; activation, % at 3 µM; 360,000 compounds, 0.19% hits; AID 624037;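 active means activation above the run's mean over test compounds plus 3 SD, cut at about 23% in these data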;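 further: signal is peak over basal fluorescence ratio across the kinetic read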
Target sequence (P08912 whole entry, looked up): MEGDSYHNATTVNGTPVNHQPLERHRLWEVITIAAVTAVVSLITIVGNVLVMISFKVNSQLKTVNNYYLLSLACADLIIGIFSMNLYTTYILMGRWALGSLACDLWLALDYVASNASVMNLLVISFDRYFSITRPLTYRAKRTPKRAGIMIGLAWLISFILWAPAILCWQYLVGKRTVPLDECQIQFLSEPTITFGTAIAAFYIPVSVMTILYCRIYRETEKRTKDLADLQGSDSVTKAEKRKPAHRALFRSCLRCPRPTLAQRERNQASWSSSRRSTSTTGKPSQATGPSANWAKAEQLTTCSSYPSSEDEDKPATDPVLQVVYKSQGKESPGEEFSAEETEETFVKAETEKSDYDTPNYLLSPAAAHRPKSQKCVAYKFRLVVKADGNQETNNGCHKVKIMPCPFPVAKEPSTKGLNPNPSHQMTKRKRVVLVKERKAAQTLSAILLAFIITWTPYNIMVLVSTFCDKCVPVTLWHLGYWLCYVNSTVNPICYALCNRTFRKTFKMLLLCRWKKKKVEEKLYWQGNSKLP
CRFR2-BP antag: blocks CRF-induced signaling of the CRF-BP/CRF-R2 complex. AID 588475. 350,000 compounds, 0.59% hits. inhibition, % at 11.8 µM. HEK293 CRF-R2/CRF-BP, CRF-induced calcium fluorescence;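 active means inhibition of the ligand-induced calcium signal above about 50% at the single tested concentration, limit read from the data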
CRFBP-R2 agonist: CRF-BP/CRF-R2 complex agonism; HEK293 CRF-R2/CRF-BP, calcium dye fluorescence (FLIPR); percent of saturating CRF peptide response; activation, % at 13.2 µM; 350,000 compounds, 0.46% hits;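 active means activation of at least 50%, plus an integration ratio under a set limit after plate pattern correction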;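 further: plate controls were neutral control wells without compound for no effect and CRF at EC100 for full effect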
M5 PAM: potentiates acetylcholine response at human M5 receptor; CHO-K1 hM5, Fluo-8 calcium, ACh EC20 PAM; 0% = ACh EC20, 100% = ACh EC100; 360,000 compounds, 0.3% hits; P08912; activation, % at 3 µM;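 active means activation above the run cutoff, the mean activation of all test compounds plus 3 SD, cut at about 18% in these data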
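System: CHO-K1 hM5 cells. Reagent: acetylcholine, EC20 level. Compound dosing: single dose, 3 µM nominal final test concentration. Timing: Post-acetylcholine fluorescence recording 140 s. Detection: Fluo-8 calcium fluorescence. Read-out: % activation, ACh-normalized. Benchmarks: ACh EC20 and EC100 wells. Repeats: singlicate, one well per test compound.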
CHO-K1 Ca PAM: M1 PAM counterscreen hit in parental CHO-K1 cells; ATP EC20, Fluo-8 calcium fluorescence; 0% at ATP EC20, 100% at ATP max; activation, % at 3 µM; 360,000 compounds, 0.02% hits;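 active means activation above the run cutoff, the mean activation of all test compounds plus 3 SD, cut at about 40% in these data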;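 further: peak over basal fluorescence ratio in a 140 s read after ATP addition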
TAAR1 antagonist: antagonists of human TAAR1 | Q96RJ0 | inhibition, % at 3 µM | CHO RD-HGA16 TAAR1, Fluo-8 calcium fluorescence, antagonist | 360,000 compounds, 1.5% hits;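 active means inhibition above a per-plate cutoff, the mean inhibition of test compounds on that plate plus 3 SD, cut at about 49% in these data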;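 further: 0% = DMSO plus EC80 beta-PEA response and 100% = DMSO alone without agonist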
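System: RD-HGA16 CHO cells with stable hTAAR1 and Gα16 | Probe or stimulus: EC80 β-phenethylamine stimulus | Dosing: 3 µM, single point | Times: Dye loading 75 min at 37 °C, then 30 min room temperature | Measured by: Fluo-8 calcium-sensitive fluorescence | Read-out basis: % inhibition of agonist calcium response | Replicates: n of 1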
CHRM5 antagonist: blocks acetylcholine activation of human M5 receptor; AID 624040; inhibition, % at 3 µM; CHO-hM5 cells, Fluo-8 calcium fluorescence, ACh EC80; 360,000 compounds, 0.59% hits;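 active means inhibition above a per-plate cutoff, the mean of that plate's test compounds plus 3 SD, cut at about 27% in these data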;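 further: 0% = acetylcholine EC80 with DMSO and 100% = DMSO without agonist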
An asterisk follows results filed as active; / = no result given.

structure	CHRM5 agonist	CRFBP-R2 agonist	TAAR1 antagonist	M5 PAM	CRFR2-BP antag	TAAR1 ag	CHO-K1 Ca PAM	CHRM5 antagonist	M4 PAM
CC(C)N(C(=O)CO/N=C/c1cccc([N+](=O)[O-])c1)C(C)C	-1	-0.2	3	9	-1	9	15	2	6
O=C(/C=N\O)NCCCNCc1ccccc1	0	-1.2	4	-2	6	7	28	14	1
COC(=O)C1C(=O)C(C(=O)c2ccc([N+](=O)[O-])cc2)C(=O)CC1(C)C (stereo unspecified)	1	-0.6	15	7	-4	-1	-12	3	2
COc1ccc(C)cc1Nc1n[n+](-c2ccccc2)c(-c2ccc(OC)c(OC)c2OC)s1	-6	-1.3	21	-4	10	7	4	14	-4
CC(C)(C)OC(=O)N1CCC(Cc2cc(-c3ccccc3)no2)(C(=O)O)CC1	3	-0.8	-8	4	-5	0	12	3	5
Cc1ccc(C(=O)NCC(=O)OCCCn2c(=O)[nH]c3ccccc32)cc1C	0	-1.8	-6	-3	-9	2	5	0	-4
O=C(CN1C(=O)c2ccccc2S1(=O)=O)N1CCc2ccccc21	-3	-0.8	-8	4	-4	10	26	-6	6
CCN(CC)S(=O)(=O)c1cccc(NC(=O)C(=O)c2c(-c3ccccc3)cc3ccccn23)c1	-1	2.2	14	-8	0	4	2	5	-8
COc1ccc(C(=O)N/C(=C\c2cccc3ccccc23)C(=O)N2CCN(C)CC2)cc1	-2	1.4	2	-5	-10	11	12	3	0
CCNC(=O)N(C)[C@H]1C[C@H]2c3[nH]c4ccccc4c3CCN2C[C@H]1[C@H](C)O	1	/	-4	0	/	1	8	0	2
O=C(Cc1csc(-c2ccccc2)n1)NCC(=O)Nc1ccc(F)c(F)c1F	0	0.7	-22	-6	2	-1	-22	16	-2
Cc1nc2ccccc2n1CC(=O)NCc1ccccc1	4	0.5	11	-14	-10	5	5	8	-7
O=C(CCNC(=O)c1ccco1)NCc1ccc(C(=O)O)cc1	3	0.1	-9	16	11	2	10	9	1
CCOc1cccc(N(C(=O)CNC(=O)c2ccco2)C(C(=O)NCC2CCCO2)c2ccccc2)c1 (stereo unspecified)	0	-2.0	35	-8	0	12	-14	19	-10
COC(=O)/C(=C/c1cccnc1)NC(=O)c1ccccc1	1	-0.5	0	-1	4	0	-5	-1	5
Oc1ccc(/C=N/N(Cc2ccccc2)c2ccccc2)c(O)c1O	1	0.3	-37	3	2	2	2	3	-7
Cc1ccc2c(c1)N(CC(=O)NCCCN1C(C)CCCC1C)C(=O)c1cccnc1O2 (stereo unspecified)	-2	0.4	-24	4	2	1	14	-4	-2
COc1ccc(S(=O)(=O)N2CCN(C(=O)CCC3CCCC3)CC2)cc1	-4	0.8	19	-10	26	0	6	6	-10
CCOC(=O)c1c(C)sc2c1N(C(=O)CN(CC)CC)c1cc(Cl)ccc1S2	-12	4.5	-21	-11	-26	24	6	-13	-3
CCCC(NC(=O)c1ccccc1)c1nc2ccccc2n1Cc1ccc(C(=O)OC)o1 (stereo unspecified)	-2	-0.9	0	-5	-6	-2	11	1	3

Structures from the list above that have four or more nitrogen atoms (two):
structure	CHRM5 agonist	CRFBP-R2 agonist	TAAR1 antagonist	M5 PAM	CRFR2-BP antag	TAAR1 ag	CHO-K1 Ca PAM	CHRM5 antagonist	M4 PAM
CCNC(=O)N(C)[C@H]1C[C@H]2c3[nH]c4ccccc4c3CCN2C[C@H]1[C@H](C)O	1	/	-4	0	/	1	8	0	2
Cc1ccc2c(c1)N(CC(=O)NCCCN1C(C)CCCC1C)C(=O)c1cccnc1O2 (stereo unspecified)	-2	0.4	-24	4	2	1	14	-4	-2

(cont.)
structure	CHRM5 agonist	CRFBP-R2 agonist	TAAR1 antagonist	M5 PAM	CRFR2-BP antag	TAAR1 ag	CHO-K1 Ca PAM	CHRM5 antagonist	M4 PAM
CS(=O)(=O)c1ccc(NC(=O)c2cccc(-n3cnnn3)c2)cc1	3	0.2	9	0	19	11	-6	10	2
O=C(COC(=O)CCc1c[nH]c2ccccc12)NCCc1ccccc1	7	8.3	21	-5	-41	12	-8	2	2
COc1ccc(C(=O)Nc2ccc(S(=O)(=O)N(C)c3ccccc3)cc2)cc1	-3	1.4	13	-7	-16	1	-13	6	-15
CC1(C)CC(Cc2ccc(Cl)nc2)N(C(=O)OC(C)(C)C)C1 (stereo unspecified)	-3	-0.5	-34	-1	11	0	2	-13	7
Cc1cc(N2CC(C(=O)NCc3cccnc3)CC2=O)ccc1C(C)C (stereo unspecified)	2	1.0	-19	1	3	2	14	-9	1
O=C(c1cccs1)N1CCN(c2nnc(-c3ccccc3)c3ccccc23)CC1	-3	-6.1	21	-7	28	3	10	12	-15
CN(C)S(=O)(=O)c1ccc(Cl)c(C(=O)NNC(=O)Cc2nc3ccccc3n2C)c1	1	-1.0	3	-4	15	-1	9	-3	11
Cc1ccc(NC(=O)CN(C)C(=O)COC(=O)c2ccc(Cl)cc2O)cc1	1	1.8	4	4	-3	3	11	-4	8
COC(=O)[C@]12CCCCC=C1N(CCC1=CCCCC1)C(=O)[C@H](CC(=O)NCc1ccc(OC)c(OC)c1)C2	2	/	20	1	/	4	11	-10	-3
COc1ccc(/C=C2\Sc3ccc(C(=O)N4CCOCC4)cc3N(C)C2=O)cc1	1	-0.7	-2	-1	0	1	-2	11	2
CCOC(=O)Cc1csc(NC(=O)COc2ccc3c(c2)CCC3)n1	-1	-0.5	-14	-3	-2	8	21	-11	0
CN(C)CCCN1C(=O)c2cccc3cccc(c23)C1=O	-5	1.5	-8	3	-8	0	22	-1	-1
N#CC(C#N)=c1ccc2c(c1)NC1(CCCCC1)N=2	0	-7.2	-9	-2	28	7	19	1	5
Cc1cccc(/C=N/NC(=O)c2cccc([N+](=O)[O-])c2)n1	0	4.1	1	5	17	11	27	2	-2
OCc1c[nH]c2ccccc12	1	1.1	-10	-1	-32	1	7	5	-3
COc1ccc(NC(=O)/C(C#N)=C\c2ccc(-c3cc(C(=O)O)ccc3C)o2)cc1	4	-5.2	-5	0	6	3	19	2	1
CSc1ccccc1C(=O)Nc1cccc(C(C)O)c1 (stereo unspecified)	-2	-0.7	-14	-1	9	9	11	4	10
Cc1nn(-c2ccc(Cl)cn2)c2c1C(=O)CC(C)(C)C2Br (stereo unspecified)	-2	-1.8	1	0	-11	-2	8	-6	2
COc1ccc(OC)c(NC2=C(Cl)C(=O)N(Cc3ccccc3)C2=O)c1	-2	-0.3	13	-1	29	3	9	-9	-3
COc1ccc2c(c1)[C@H]1[C@H](CO2)[C@H](c2ccccc2)[C@]2(C)C(=O)N(Cc3ccc(C)cc3)CC(=O)N12	5	8.4	/	2	-9	/	16	4	12
Cc1cccc2nc(CSc3ccc(Cl)cc3)cn12	-6	-11	-30	-2	7	1	5	10	-4
CC(C)(C)N1CC(C(=O)Nc2ccc(S(=O)(=O)N3CCCCC3)cc2)CC1=O (stereo unspecified)	0	1.7	-10	-1	-17	2	8	6	0
COc1ccc(-c2nnc3ccc(SCC(N)=O)nn23)cc1OC	0	0.1	3	1	11	5	13	3	-3
CC(C)(C)c1ccc(S(=O)(=O)NCc2ccccn2)cc1	2	-1.1	-1	-1	2	4	-9	7	-6
O=C(NCCN1CCC(n2c(=O)[nH]c3ccccc32)CC1)c1cccnc1	0	/	-4	-6	/	7	22	2	0
CC(C)OCCCNC(=O)CN1C(=O)CSc2ccc(S(=O)(=O)N3CCCCC3)cc21	-3	-3.0	-20	9	2	-1	-24	-16	6
C=CCn1c(=O)c2ccccc2n2c(SCC(=O)Nc3cc(C)on3)nnc12	1	0.6	-12	-9	-11	1	0	7	-7
O=C(O)c1cccc(Cl)n1	6	-0.2	-3	6	-6	1	22	-6	-1
CCOc1ccc(-c2noc(CCCC(=O)NCC3CCCO3)n2)cc1OC (stereo unspecified)	3	-0.6	6	7	-5	0	-10	-18	0
O=C(Nc1cccc2c1[nH]c(=O)c1ccccc12)C(F)(F)F	2	3.1	-36	-2	-8	4	-3	4	1
COc1ccc(Nc2ncnc3c2c(C)c(C)n3CCCN(C)C)cc1	-4	-0.2	-19	2	-1	-1	-10	3	1
CNS(=O)(=O)c1cccc(C(=O)OCC(=O)NCCCc2ccccc2)c1	0	-7.2	2	-5	2	1	6	4	-3
Cc1cc(S(=O)(=O)Nc2cccnc2)c(Cl)cc1Cl	3	3.0	-6	-1	0	-1	7	-4	2
COc1cccc(CC(CC(=O)O)C(=O)Nc2cc(C)ccc2C)c1 (stereo unspecified)	-1	0.8	-7	-5	-1	-1	0	7	0
CC1(C(=O)O)CCN1C(=O)/C=C/c1ccccc1 (stereo unspecified)	-1	/	-13	2	/	0	12	-2	7
CC(C)(C)c1ccc(S(=O)(=O)NCC2CCCO2)cc1 (stereo unspecified)	0	0.5	-7	-3	6	1	7	-4	-3
Cc1ccc(CS(=O)Cc2ccc(C(=O)NCc3ccccc3Cl)o2)cc1 (stereo unspecified)	-3	-3.2	-26	1	5	-1	-14	1	-2
OCCC1CN(Cc2nc3ccc(F)cc3[nH]2)CCN1C1CCCC1 (stereo unspecified)	-4	-0.4	-18	-6	6	1	-14	6	-7
CC(=O)Nc1ccc(CN2CCC(CO)(CCOc3ccccc3)CC2)cc1	-15	0.7	-9	1	8	2	-2	13	-2
COc1ccc(N2CCN(C(=O)Oc3ccc([N+](=O)[O-])cc3)CC2)cc1	7	/	28	-10	/	1	11	6	-5
CC(C)(C)c1ccc(-c2nn(CCC#N)cc2/C=N/O)cc1	-2	-0.8	9	-4	9	18	7	11	0
NC(=O)c1ccccc1NC(=O)CSc1nc2ccccc2c(=O)[nH]1	-2	-0.2	2	-3	0	0	8	-2	-1
Cc1cccc(Oc2ccc(Cl)cc2N)c1	-3	-0.9	2	-3	-4	-1	11	4	3
O=C(Nc1nnc([C@H]2C[C@H](O)[C@@H](CO)O2)s1)Nc1ccc(F)cc1F	1	/	-10	0	/	17	2	6	6
COCCSc1nc(N)c2c3c(sc2n1)CN(C)CC3	-3	4.6	-10	-8	-8	3	8	12	-11
Cc1ccc(Cl)c(OCC(=O)Nc2cc(S(=O)(=O)N3CCOCC3)ccc2N2CCCC2)c1	-2	-0.3	14	-5	2	0	7	2	-8
COc1ccc(S(=O)(=O)N2CCCCC2)cc1NC(=O)c1cccs1	-3	0.6	-17	2	-5	1	-19	-3	1
CCn1cc(/C=C(\NC(=O)c2ccccc2OC)C(=O)NCCCn2ccnc2)c2ccccc21	-5	-1.4	0	-5	7	0	11	4	1

Compound activity from PubChem BioAssay.
